Screens as filed in PubChem.
Abeta yeast res – A-beta toxicity reversal in yeast; yeast expressing A-beta42, growth rescue, OD600, 48 h; response scale: 0% DMSO, 100% iron-clioquinol control; Potency, µM (top dose mostly 46.1 µM), inactives show top-dose growth rescue, actives largely listed as activators; hit rate 0.063% among 410,000; AID 1347071; also: potency is read from the fitted curve at half-maximal effect; nearly all actives have a fitted effect of over 55% in size
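Yeast growth medium received pinned compounds, then yeast cells expressing toxic A-beta were added; plates incubated at 30 C for 48 hr. Growth read as absorbance at 600 nm, normalized to DMSO and equimolar FeCl3 plus clioquinol controls.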
DRD3 antagonist – D3 dopamine receptor (human) antagonism. P35462. D3R cells, DiscoveRx beta-arrestin luminescence, antagonist mode; hits give low values. max response, negative = inhibition, %. hit rate 2.5% among 360,000. AID 652054; in the data active = max response below about -50%; inconclusive = no clear call, values can overlap the other calls; also: % is scaled to controls: 0 for no effect and ±100 for the full control effect; mostly tested at two doses, the higher about 12 µM
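Cells expressing the human receptor were seeded at 1500 cells/well, incubated overnight at 37 degrees C in 5% CO2, then exposed to library compounds with dopamine controls for 90 minutes at 37 degrees C before luminescent detection.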
FUS suppressor – rescues growth of FUS-expressing yeast | Potency, µM (doses to about 76.6 µM), inactives show top-dose growth rescue (activation), most hits filed as activators | S. cerevisiae FUS-expressing, growth rescue, OD600, 24 h | hit rate 0.24% among 390,000;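 also: potency is read from the fitted curve at half-maximal effect; plate controls were DMSO vehicle for no effect and reference control for full effect; nearly all actives have a fitted effect of over 55% in size; some results filed as inactive show a strong effect at the top dose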
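Restored growth of FUS-toxic S. cerevisiae, read as 600 nm absorbance after 24 h at 30C in galactose medium (starting OD 0.005). Controls CP55940 and DMSO.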
aSyn yeast inh – inhibitors of alpha-synuclein toxicity in yeast | Yeast expressing alpha-synuclein, growth rescue, BacTiter-Glo, 24 h | Potency, µM (titrated, usually from 46.1 µM), for the others: at the top dose growth rescue (activation), hits mostly activators | hit rate 0.14% among 370,000; also: potency is read from the fitted curve at half-maximal effect; % of control where 0% means no effect; nearly all actives have a fitted effect of over 65% in size
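Rescue of yeast growth: cells expressing toxic alpha-synuclein, induced in galactose at OD600 0.02, incubated with compound 24 h at 30 C. ATP luminescence quantified growth; inhibitors of toxicity appear as activators.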
DRD3 agonist – D3 dopamine receptor (human) agonism. P35462. D3R DiscoveRx beta-arrestin cells, luminescence, 90 min. max activation, %. hit rate 0.58% among 410,000; in the data active = max activation above about 30%; also: 0% is about no effect; mostly tested at two doses, the higher about 12 µM
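Cells at 1500/well, incubated overnight, then treated with pinned compounds (dopamine as control) for 90 min at 37 degrees C. DiscoveRx reagent added for 30 - 60 minutes at room temperature; luminescence read.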
EPAC2 ag – agonists of human EPAC2 (RAPGEF4) | EPAC2 activation, biochemical qHTS; response scale: 100% = 6.5 mM cAMP response | hit rate 0.079% among 360,000 | Potency, µM (series often up to 154 µM), for inactives: at the top dose activation, most hits filed as activators | AID 720711 | Q8WZA2; also: potency is read from the fitted curve at half-maximal effect; nearly all actives have a fitted effect of over 50% in size
Target sequence (Q8WZA2 whole entry, looked up): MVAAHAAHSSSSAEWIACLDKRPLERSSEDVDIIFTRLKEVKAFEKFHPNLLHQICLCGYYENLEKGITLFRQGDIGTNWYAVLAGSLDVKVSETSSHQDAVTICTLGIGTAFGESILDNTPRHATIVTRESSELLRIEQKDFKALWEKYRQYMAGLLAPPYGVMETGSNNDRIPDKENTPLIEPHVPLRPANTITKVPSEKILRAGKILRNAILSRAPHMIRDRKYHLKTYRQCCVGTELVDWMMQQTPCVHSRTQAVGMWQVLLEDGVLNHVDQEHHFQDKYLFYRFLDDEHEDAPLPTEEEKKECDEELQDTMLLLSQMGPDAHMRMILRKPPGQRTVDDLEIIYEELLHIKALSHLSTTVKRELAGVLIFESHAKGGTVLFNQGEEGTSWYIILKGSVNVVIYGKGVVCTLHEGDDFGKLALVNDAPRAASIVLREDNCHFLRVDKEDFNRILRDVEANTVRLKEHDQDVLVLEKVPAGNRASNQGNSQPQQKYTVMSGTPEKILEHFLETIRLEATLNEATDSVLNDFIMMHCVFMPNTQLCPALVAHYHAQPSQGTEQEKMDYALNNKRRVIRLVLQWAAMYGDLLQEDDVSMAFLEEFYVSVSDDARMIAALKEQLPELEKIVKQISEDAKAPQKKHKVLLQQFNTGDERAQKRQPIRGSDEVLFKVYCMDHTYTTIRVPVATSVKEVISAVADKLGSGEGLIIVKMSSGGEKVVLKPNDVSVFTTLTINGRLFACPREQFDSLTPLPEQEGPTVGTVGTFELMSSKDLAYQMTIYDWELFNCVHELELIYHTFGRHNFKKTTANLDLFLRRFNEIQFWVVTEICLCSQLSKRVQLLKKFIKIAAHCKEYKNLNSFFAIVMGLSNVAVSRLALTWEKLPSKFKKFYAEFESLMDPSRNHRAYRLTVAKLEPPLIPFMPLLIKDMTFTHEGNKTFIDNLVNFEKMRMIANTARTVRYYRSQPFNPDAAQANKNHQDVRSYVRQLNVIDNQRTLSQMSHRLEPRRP
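Guanine nucleotide exchange by EPAC2 is measured as reduced fluorescence of BODIPY-GDP once it is released from 250 nM Rap1B. Plates are read kinetically for 30 min at room temperature; results are scaled to 6.5 mM cAMP.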
TDP43 rescue – TDP-43 toxicity inhibition in yeast. hit rate 1.8% among 410,000. AID 652104. TDP-43 expressing yeast growth rescue, BacTiter-Glo, 24 h. Potency, µM (series often up to 46.1 µM), for inactives: at the highest dose growth rescue (activation), actives largely listed as activators; also: potency is read from the fitted curve at half-maximal effect; % of control where 0% means no effect; nearly all actives have a fitted effect of over 50% in size
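Readout is BacTiter-Glo luminescence of cell growth, so inhibitors register as activators. TDP-43-expressing yeast at OD600=0.02 in galactose medium, after raffinose pregrowth to mid-log, were incubated with compound for 24 hr at 30 deg C.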
EPAC2 antag – EPAC2 (human) antagonism; Potency, µM (highest dose often 114 µM), without a hit: top-dose activity, negative = inhibition, usual class: inhibitors; EPAC2 GEF exchange of Rap1B-BODIPY-GDP, fluorescence; Q8WZA2; AID 720708; hit rate 0.18% among 360,000; also: potency is read from the fitted curve at half-maximal effect; % is scaled to controls: 0 for no effect and ±100 for the full control effect; nearly all actives have a fitted effect of over 45% in size; many of its hits are not listed in these tables
* hit, by the source's call; ? = inconclusive; nt = no result given; [ ] = remark or other dose. Unless noted, calls follow the shape of the dose curve; as a rule, active = well fitted curve in the direction sought with a large enough effect; inconclusive = small, poorly fitted or top-dose-only effect, or another doubt; inactive = no such curve, though single readings can be large; an effect the other way counts as inactive or inconclusive.

SMILES	Abeta yeast res	DRD3 antagonist	FUS suppressor	aSyn yeast inh	DRD3 agonist	EPAC2 ag	TDP43 rescue	EPAC2 antag
COC(=O)C1=C(C(=O)OC)[C@@H]2N(C)c3ccccc3[C@@]23C[C@@H](C(=O)OC)N(C(=O)COCc2ccccc2)C3=N1	3%	-19	?	11%	6	2%	-14%	6%
CCOC(=O)/C(C#N)=C\c1ccc(N2CCN(C)CC2)cc1	-5%	-11	-1%	2%	-9	-2%	-6%	-2%
CCCn1cnc2c(SCCc3ccccc3)nc(N)nc21	-10%	-15	12%	14%	2	6%	?	21%
CC1=NN(c2ccccc2)C(=O)/C1=C\c1sccc1C	1%	-4	-15%	-5%	-4	10%	8%	10%
O=C(CCn1c(=O)c2ccccc2n(CC(=O)NCCC2=CCCCC2)c1=O)NCc1ccco1	-5%	-2	?	0%	-2	7%	8%	13%
O=C(CSc1nnc(-c2cccnc2)o1)Nc1ccccc1Br	-15%	-25	12%	1%	-2	13%	2%	-1%
Cc1ccsc1CNCc1cc(Cl)ccc1O	-3%	-17	-27%	1%	-20	7%	-1%	2%
COc1ccc(-c2c3c(=O)n(C)c(=O)n(C)c3cn2-c2ccccc2O)cc1	12%	-12	22%	0%	-13	5%	-20%	-3%
Cc1cccc(C(=O)Nc2nnc(-c3ccc(C(C)(C)C)cc3)s2)c1	-3%	4	2%	0%	0	2%	-6%	-1%
Cc1cccc(C)c1-n1ncc(C(=O)NCCCN2CCC(C)CC2)c1C1CCN(C(=O)OC(C)(C)C)CC1	2%	nt	22%	nt	-21	nt	-2%	nt
COCCNC(=O)[C@@H]1CCCN1S(=O)(=O)c1cccc2cccnc12	-13%	22	-25%	0%	10	6%	-4%	18%
Nc1nc(NCCN2CCOCC2)nc(NCc2ccccc2)c1[N+](=O)[O-]	15%	-2	-18%	6%	-14	5%	7%	-2%
CSc1nnc(-c2ccccc2)o1	-8%	25	1%	-4%	2	13%	-5%	-4%
O=C(O)c1ccc(N/N=C/c2ccc(OC(=O)c3ccccc3Cl)cc2)cc1	-11%	18	20%	-3%	10	4%	3%	-9%
C[C@@H]1C=C(C(=O)NCc2ccccc2)O[C@H](OCc2ccc(CO)cc2)C1	16%	12	-10%	0%	4	-5%	1%	-4%

Entries of single compounds, looked up by structure. Values in the order: Abeta yeast res | DRD3 antagonist | FUS suppressor | aSyn yeast inh | DRD3 agonist | EPAC2 ag | TDP43 rescue | EPAC2 antag
COCCNC(=O)[C@@H]1CCCN1S(=O)(=O)c1cccc2cccnc12 as listed: -13% | 22 | -25% | 0% | 10 | 6% | -4% | 18%
CCOC(=O)/C(C#N)=C\c1ccc(N2CCN(C)CC2)cc1 as listed: -5% | -11 | -1% | 2% | -9 | -2% | -6% | -2%
COC(=O)C1=C(C(=O)OC)[C@@H]2N(C)c3ccccc3[C@@]23C[C@@H](C(=O)OC)N(C(=O)COCc2ccccc2)C3=N1 as listed: 3% | -19 | ? | 11% | 6 | 2% | -14% | 6%
CCCn1cnc2c(SCCc3ccccc3)nc(N)nc21 as listed: -10% | -15 | 12% | 14% | 2 | 6% | ? | 21%
Nc1nc(NCCN2CCOCC2)nc(NCc2ccccc2)c1[N+](=O)[O-] as listed: 15% | -2 | -18% | 6% | -14 | 5% | 7% | -2%

Additional entries:
SMILES	Abeta yeast res	DRD3 antagonist	FUS suppressor	aSyn yeast inh	DRD3 agonist	EPAC2 ag	TDP43 rescue	EPAC2 antag
N#CCSc1nc2c(sc(=S)n2Cc2ccco2)c(=O)n1-c1ccc(F)cc1	5%	4	18%	-2%	-24	16%	-6%	-2%
COC(=O)c1ccc(CSCC(=O)Nc2cc(OC)cc(OC)c2)o1	-6%	?	49%	-5%	-2	11%	3%	18%
Cc1ccccc1NC(=O)CN1C(=O)NC2(CCCCC2)C1=O	15%	?	-12%	0%	-4	-1%	-6%	4%
C/C(=N\N=C1\NC(=O)CS1)c1cccs1	5%	5	-37%	-3%	-3	8%	?	0%
Cc1cccc(Oc2ncnc(N)c2[N+](=O)[O-])c1C	32%	12	-27%	1%	6	7%	9%	-1%
CCN(CC(=O)Nc1ccccc1C(F)(F)F)C(=O)C1=COCCO1	-10%	11	10%	-5%	-4	8%	13%	13%
CCCCOc1ccc(S(=O)(=O)n2nc(C)c(S(=O)(=O)N3CCC(C)CC3)c2C)cc1	-17%	nt	2%	nt	3	nt	21%	nt
Cc1cccc(NC(=S)N2CCC(c3nc4ccccc4s3)CC2)c1	5%	2	8%	11%	2	13%	?	-9%
CN(C)CC#CCC(O)(c1ccccc1)c1ccccc1	-2%	12	1%	-9%	-9	2%	-14%	-14%
CCC1=NN2C(=N)/C(=C/c3cc(C)n(Cc4ccccc4)c3C)C(=O)N=C2S1	9%	-6	-3%	0%	1	18%	1%	-2%
CC1=C(C(=O)Nc2cccnc2)C(c2ccc(F)cc2)n2nc(-c3cccc(C)c3)nc2N1 (stereo not given)	-11%	nt	-14%	nt	1	nt	?	nt
Cc1nc(-c2ccccc2)ccc1C(=O)O	10%	6	2%	1%	-3	8%	nt	5%
CC(=O)c1cc2ccccc2oc1=O	-5%	-23	-18%	0%	-6	8%	-20%	19%
O=C(NCCN1CCOCC1)c1ccc2c(c1)N(Cc1cccc(Cl)c1)C(=O)c1ccccc1S2(=O)=O	-7%	-29	-14%	-1%	-2	3%	-10%	7%
COc1ccc(OCC(=O)Nc2ccc3c(c2)N(C)C(=O)c2ccccc2S3)cc1	5%	nt	17%	nt	1	nt	13%	nt
O=C1NC(=O)C(CC(=O)N(c2ccccc2)C2(C(=O)NC3CCCC3)CCCCC2)N1 (stereo not given)	-6%	-20	3%	-5%	-16	15%	7%	-4%
COc1ccccc1CCNC(=O)c1ccc2c(c1)c(C)c(C)n2Cc1ccc(Cl)cc1	-17%	nt	44%	nt	-11	nt	-7%	nt
CS(=O)(=O)c1ccc(-c2nnn(CC(N)=O)n2)cc1	-14%	-20	2%	2%	-5	0%	-10%	-2%
O=C(COC(=O)CCCSc1nc2ccccc2[nH]1)Nc1ccc(Oc2ccccc2)cc1	28%	20	nt	-13%	16	8%	17%	-3%
Cc1nc2ccc(S(=O)(=O)NC(C(=O)NCc3ccco3)C(C)C)cc2s1 (stereo not given)	-12%	?	-16%	-6%	-2	8%	-11%	-3%
CCCCn1c(-c2csc(CC)c2)n[nH]c1=S	-16%	13	0%	7%	-1	3%	?	-7%
Cc1cc(C(=O)CN2CCC(C)CC2)c(C)n1-c1ccc(F)cc1	-4%	2	17%	2%	-4	7%	16%	-10%
CCOC(=O)C1CCN(C(=O)Cc2ccccc2OC)CC1	-13%	-21	-5%	0%	0	7%	13%	-2%
Cc1ccc2c(=O)c(C(=O)c3ccc(F)cc3)cn(CC(=O)NCc3ccco3)c2n1	5%	69	9%	4%	12	7%	-2%	24%
N#Cc1ccc[n+](CC(=O)c2ccc(NC(=O)c3ccccc3)cc2)c1	7%	27	37%	4%	4	6%	6%	20%
CCCc1cc(=O)[nH]c(SCC(=O)N2CCc3ccccc32)n1	2%	14	-13%	-2%	4	-10%	20%	8%
COc1ccc(CNC(=O)/C(C#N)=C2\N=C(NC(=O)c3cccs3)c3ccccc32)cc1	10%	-2	19%	-7%	-2	14%	-9%	-1%
CC(=O)Nc1ccc(N2CCCCC2)cc1	8%	28	1%	3%	9	3%	-15%	-6%
Cc1cc(C(F)(F)F)nc(CCNCc2c(C(=O)N3CCCC3)nc3ccccn23)n1	-5%	?	9%	3%	-20	1%	-18%	1%
O=C(Nc1cccc(C(F)(F)F)c1)c1cc(S(=O)(=O)N2CCCCC2)ccc1N1CCOCC1	1%	40	35%	-5%	-15	12%	-5%	2%
CCc1ccc(CN2CCc3nc(Nc4ccc5c(c4)OCCO5)ncc3C2)cc1	-20%	nt	-12%	nt	-12	nt	-1%	nt
CC(C)(C)OC(=O)N1CCC(c2c(C(=O)N3CCN(c4ccc(Cl)cc4)CC3)cnn2-c2ccc(F)cc2F)CC1	-7%	nt	22µM*	nt	1	nt	?	nt
COc1ccc2c(-c3cnc(N4CCOCC4)nc3)c(-c3ccc(S(C)(=O)=O)cc3)sc2c1	0%	2	42%	17%	-7	6%	?	14%
COc1ccc(C2CC23N=C(c2ccccc2)OC3=O)cc1 (stereo not given)	-14%	0	-21%	23%	-8	2%	10%	-1%
Cc1cc(NC(=O)/C(C#N)=C/c2ccc(-c3cccc(C(F)(F)F)c3)o2)n(-c2ccccc2)n1	13%	-7	nt	10%	3	-29%	29%	5%
O=C(Nc1cccc(-c2cccc(Cl)c2)c1)C1CCN(Cc2nccs2)CC1	-1%	1	3%	-2%	-7	9%	-9%	-13%
O=C(CSCc1ccc(Cl)cc1)NCc1ccc2c(c1)OCO2	6%	4	-9%	21%	-7	5%	?	2%
COc1cc(-c2nc(C(=O)NC3CCCCC3)cc3c2[nH]c2ccccc23)cc(OC)c1OC	-5%	71	?	27%	3	7%	?	3%
Cc1cccc(C(=O)NCCCN(C)CCCNC(=O)c2cccc(C)c2)c1	-9%	15	-7%	-1%	-5	2%	17%	2%
COc1ccccc1NS(=O)(=O)c1cccc(C(=O)N/N=C/c2c(CO)cnc(C)c2O)c1	-19%	7	?	-2%[1.84 µM]	5	8%	18%	6%
COc1ccc(Cc2nc3ccc(C(=O)NCc4cc(C)no4)cc3o2)cc1	7%	12	nt	1%	11	3%	18%	-2%
CCN(CC)S(=O)(=O)c1ccc(N2CCOCC2)c(NS(=O)(=O)c2cc(C(C)(C)C)ccc2C)c1	1%	-18	45%	-1%	-6	-3%	-28%	-6%
CCC(CC)=NNC(=O)c1ccccc1OCc1ccc(F)cc1	4%	-5	4%	1%	7	7%	14%	-7%
O=C(COC(=O)c1cc(S(=O)(=O)N2CCCC2)ccc1O)NCc1ccccc1	-2%	-13	4%	2%	-10	9%	5%	-2%
CC1CCCC(C)N1C(=O)c1ccc2c(c1)S(=O)(=O)c1ccccc1C2=O (stereo not given)	-23%	11	12%	1%	14	11%	26%	2%
COC(=O)c1cccc(NC(=O)/C(=C\c2ccccc2)NC(=O)c2ccccc2Cl)c1	8%	32	6%	0%	13	-5%	-16%	2%
Cc1ccc(C)c(OCCC(=O)Nc2ccccc2C(=O)NC2CC2)c1	0%	-14	2%	-3%	-7	1%	-12%	8%

An excerpt; count on the stated rates, not on these rows.
